High-throughput results as filed in PubChem BioAssay.
sdo1 growth – compounds rescuing growth of sdo1-depleted yeast, bone marrow failure model | actives 0.21% (n = 140,000) | z-score at 10 µM | S. cerevisiae sdo1-depleted JHY4D growth rescue, OD600 30 h; stronger effect = higher value; pdr5 snq2 efflux-pump mutant strain | AID 817;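 active = z-score above 3 at both the 24 hr and the 30 hr optical density reads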;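 also: z-score against mean and SD of all compound wells on the same plate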
Insulin prom inh – TRM-6 insulin promoter activity inhibition. actives 0.9% (n = 130,000). AID 1273. inhibition, % at 2 µM. TRM-6 cells (human fetal islet line), insulin promoter-eGFP reporter, imaging; reporter expression induced with tamoxifen;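 active = inhibition above the mean plus 3 SD, with well images judged a real hit on visual review, cut at about 60% in these data, passing the limit was not always enough; inconclusive = inhibition over the cutoff but images rejected on review; inactive = inhibition not above the cutoff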
sdo1 growth Rescue 24 h – further read-out of sdo1 growth, marked with its call; z-score; S. cerevisiae sdo1-depleted JHY4D growth rescue, OD600; measured here: growth rescue at 24 h;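 0 is the plate mean of compound wells and units are plate SD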
Starred values were filed as active, the others as inactive; i = inactive; ? = inconclusive; nt = not tested or not shown. Compounds were not picked by outcome. Share with any hit: about 0.99%.

entry	SMILES	sdo1 growth Rescue 24 h	Insulin prom inh	sdo1 growth
1	O=C(COc1ccc(Br)cc1CNCCCN1CCOCC1)Nc1ccccc1	0.41	nt	0.29
2	COC(=O)c1ccccc1NC(=O)CSc1nc2ccccc2c(=O)[nH]1	-0.03	-5	-0.78
3	CCOc1nc(N2CCOCC2)nc(C)c1[N+](=O)[O-]	1.2	-63	1
4	COc1ccc(C(=O)CSc2nnc(-c3cccs3)n2-c2ccccc2)cc1	2.4	-92	0.32
5	Cc1ccc(NC(=O)CSc2nc3ccccc3c(=O)n2Cc2cccs2)cc1	0.37	nt	-0.6
6	CSc1nnc2c(n1)c(C)nn2-c1ccc(C)cc1	-0.1	62	-0.79
7	Clc1cc(Br)ccc1OCCN1CCOCC1	0.52	-30	0.53
8	CC12CC3CC(C)(C1)CC(NCc1ccncc1)(C3)C2	nt	39	nt
9	Cc1ccc(-c2noc(C3CCCN(C(=O)c4ccccc4)C3)n2)o1 (stereo unspecified)	0.55	16	0.43
10	COc1ccc(Cl)cc1NC(=O)c1c(-c2ccccc2)noc1C	0.51	-473	-0.48
11	CC(C)CC(=O)N1CCN(Cc2ccccc2[N+](=O)[O-])CC1	nt	11	nt
12	CCOC(=O)C1=C(C)NC(C)=C(C(=O)OCC)C1C(=O)OCC(=O)NC	nt	-25	nt
13	CC1=C(C(=O)NC2CCCC(C)C2C)C2(CCCCC2)OC1=O (stereo unspecified)	-0.25	nt	0.18
14	O=C(CN1C2CCCC1CC(NC(=O)c1ccco1)C2)Nc1ccccc1C(F)(F)F (stereo unspecified)	-1.4	-20	-0.91
15	NNC(=O)CC12CC3CC(C1)CC(n1ncnn1)(C3)C2	-0.58	-12	0.07
16	CN(C(=O)c1sc2nc(N3CCOCC3)c3c(c2c1N)CCCC3)c1ccccc1	nt	6	nt
17	Cc1ccc(Cl)cc1NC(=O)C(NS(=O)(=O)c1cccs1)c1ccccc1 (stereo unspecified)	0.59	-26	-0.08
18	O=C(NNC1CC(=O)N(c2ccc(Br)cc2)C1=O)c1cccnc1 (stereo unspecified)	nt	-82	nt
19	Cc1cc(Cl)c(S(=O)(=O)Nc2ccc3c(c2)OCCO3)cc1OCC(N)=O	0	-6	0.71
20	CCOC(=O)c1ccc2c(c1)nc(COc1ccc3ccccc3c1)n2CC	-0.12	-30	-0.52
21	CC(=O)NCCc1ccc(S(=O)(=O)Nc2cccnc2)cc1	2	-85	1.3
22	CCOC(=O)C(C)n1cnc2c1c(=O)[nH]c(=O)n2C (stereo unspecified)	0.17	60	0.56
23	CCCC(=O)Nc1ccc(S(=O)(=O)N2CCCC2)cc1	0.6	nt	0.39
24	O=C(Cn1nc(-c2ccccc2)ccc1=O)NCc1ccc(F)cc1	nt	39	nt
25	O=C(Nc1ccc(S(=O)(=O)Nc2nccs2)cc1)/C(=C/c1ccccc1Cl)NC(=O)c1ccccc1	0.38	11	1.2

Entries of single compounds from above. Order of screens: sdo1 growth Rescue 24 h	Insulin prom inh	sdo1 growth
Entry for CC(=O)NCCc1ccc(S(=O)(=O)Nc2cccnc2)cc1 : 2	-85	1.3
Entry for O=C(Cn1nc(-c2ccccc2)ccc1=O)NCc1ccc(F)cc1 : nt	39	nt

New compounds follow:
entry	SMILES	sdo1 growth Rescue 24 h	Insulin prom inh	sdo1 growth
26	C=CCc1cccc2cc(C(=O)Nc3ccc(S(=O)(=O)Nc4nnc(CC)s4)cc3)c(=O)oc12	0.48	nt	-0.23
27	Cc1cc(SCc2cc(=O)n3ccsc3n2)nc2ccccc12	0.05	-7	-0.42
28	Cc1nn(C)c(C(=O)N/N=C/c2ccccc2)c1[N+](=O)[O-]	-0.8	50	-0.21
29	COC(=O)c1ccc2c(c1)S(=O)(=O)NC(=NCc1ccco1)S2	-0.65	nt	-0.09
30	CNC(=O)NC1CCCc2ccccc21 (stereo unspecified)	0.83	nt	0.93
31	COc1cnc(-c2ccccn2)nc1Sc1ccccc1	nt	-80	nt
32	C=CCN1C(=O)C(O)(CC(=O)c2c(C)n[nH]c2C)c2cc(Br)ccc21 (stereo unspecified)	0.32	-18	0.32
33	FC(F)(Cl)c1nnc2ccc(Cl)nn12	nt	10	nt
34	CC(C)CN1C(=O)NC(NC(=O)c2ccco2)(C(F)(F)F)C1=O (stereo unspecified)	2.2	-82	2.4
35	NNC(=O)c1cnn(-c2ccccc2)c1C(F)(F)F	nt	41	nt
36	CC(=O)Nc1cccc2c1C(=O)N(c1cccc(C)c1)C2=O	1.1	-391	1.2
37	Cc1cc(C(=O)NCc2cccs2)no1	0.11	13	0.12
38	Cc1ccc(S(=O)(=O)N(C)CC(=O)OCC(=O)NC(=O)Nc2ccc3c(c2)OCCO3)cc1	-1.2	-19	-0.46
39	CC(C)CC(NC(=O)C1CCC(C)CC1)C(=O)N1CCN(c2ccccn2)CC1 (stereo unspecified)	0.94	nt	0.02
40	Cc1ccsc1/C=C/C1=Cc2c(sc(NC(=O)CSc3n[nH]c(N)n3)c2C#N)C(C)(C)C1	0.11	-61	-0.7
41	CN(C(=O)C12CC3CC(CC(C3)C1)C2)C1(C)CCS(=O)(=O)C1 (stereo unspecified)	-0.58	-8	-0.49
42	O=C(Nc1nc(-c2nc3ccccc3s2)cs1)c1ccc(S(=O)(=O)N2CCOCC2)cc1	-1.6	nt	-1.7
43	CC(C)(/C=N/O)/[N+]([O-])=C/C=[N+](\[O-])C(C)(C)/C=N/O	2.7	38	2
44	COc1cc(C(=O)Nc2ccc(S(=O)(=O)Nc3cc(C)on3)cc2)cc(OC)c1OC	0.69	nt	1.3
45	COC(=O)c1ccc(NC2=C(Cl)C(=O)OC2OC(=O)c2ccccc2)cc1 (stereo unspecified)	nt	-40	nt
46	COc1ccc(-c2cc(CCCC(=O)NCCc3ccc(OC)cc3OC)no2)cc1	0.13	-9	-0.71
47	CC1=CC(C)(C)N(C(=O)CSc2nncn2C)c2ccccc21	0.67	i	0.88
48	O=C(NCC1CCNCC1)c1ccncc1	0.65	21	0.45
49	O=C(CSc1nc2ccccc2o1)Nc1nc(-c2ccccc2)c(-c2ccccc2)s1	0.92	nt	0.98
50	Nc1ccc(S(=O)(=O)Nc2nccc(/C=C/c3ccc(Br)s3)n2)cc1	nt	40	nt

Retrieved by compound from the list above:
entry	SMILES	sdo1 growth Rescue 24 h	Insulin prom inh	sdo1 growth
32	C=CCN1C(=O)C(O)(CC(=O)c2c(C)n[nH]c2C)c2cc(Br)ccc21 (stereo unspecified)	0.32	-18	0.32
29	COC(=O)c1ccc2c(c1)S(=O)(=O)NC(=NCc1ccco1)S2	-0.65	nt	-0.09

(continued)
entry	SMILES	sdo1 growth Rescue 24 h	Insulin prom inh	sdo1 growth
51	Cc1sc2ncnc(SCC(=O)c3ccc4c(c3)OCCO4)c2c1-c1ccccc1	-0.92	nt	-0.38
52	CCCCNC(=S)Nc1ccc(OC)nc1	nt	50	nt
53	Cc1[nH]nc2c1C1(CCOCC1)C(C#N)=C(N)O2	-1.4	nt	-0.64
54	CC(N=Cc1cc([N+](=O)[O-])ccc1O)c1ccccc1 (stereo unspecified)	nt	-64	nt
55	O=[N+]([O-])c1cn(Cc2ccccc2)cn1	-0.21	-7	0.08
56	Cc1cc(C)n(-c2ccn(Cc3ccc(Cl)cc3Cl)c(=O)n2)n1	-0.39	nt	-0.72
57	O=C(CC(Cc1ccccc1)C(=O)O)NCCc1ccc2c(c1)OCO2 (stereo unspecified)	0.66	63	-0.03
58	Cc1cccc(NC(=O)COC(=O)CCc2ccc(S(=O)(=O)N3CCOCC3)cc2)c1C	nt	-37	nt
59	O=C(Nc1ccc([N+](=O)[O-])cc1)Nc1nc(-c2ccc(Cl)s2)cs1	-0.01	78*	-0.44
60	Cc1ccc(C(=O)Nc2ccc(C(=O)N3CCCCC3)cc2)cc1	nt	24	nt
61	CCC1C(=O)n2nc(-c3ccccc3)cc2N=C1C (stereo unspecified)	-0.78	-20	0.01
62	CCN(CC)Cc1c(O)c(Cl)cc2c(C)c(C)c(=O)oc12	1.2	i	1.7
63	Cc1cc2cc(CCNC(=O)C3c4ccccc4Oc4ccccc43)c(=O)[nH]c2cc1C	0.79	25	-0.25
64	CCCCc1ccc(NC(=O)c2c(C)noc2C)cc1	-0.11	-40	-0.83
65	C=CCn1c(SCC(N)=O)nnc1-c1cc2c(s1)CCC(CC)C2 (stereo unspecified)	-0.15	32	-0.63
66	COc1cc2c(cc1NC(=S)Nc1ccccc1C)oc1ccccc12	1.4	nt	-0.45
67	CCOCCCn1c(=N)c(C(=O)NCc2ccc3c(c2)OCO3)cc2c(=O)n3cccc(C)c3nc21	0.93	45	1
68	CCN1CCN(c2c(Cl)cccc2NC(=O)c2ccc(Br)o2)CC1	-0.48	nt	-0.24
69	COc1ccc2nc(NC(=O)CN3CCN(C)CC3)sc2c1	0.33	nt	0.64
70	COC(=O)c1ccc(-c2cc(C(=O)O)c3cc4c(cc3n2)OCCO4)cc1	-1.2	?	-0.6
71	O=C1CCCc2ccccc2N1Cc1ccc(F)cc1	nt	-43	nt
72	CC(C)c1nc(Cl)c(C#N)c2c1CCCC2	-0.34	7	0
73	COc1cc(OC)cc(C(=O)NC(C(=O)NCCN(C)C)C23CC4CC(CC(C4)C2)C3)c1 (stereo unspecified)	0.06	nt	0.02
74	CCc1ccc(NC(=O)/C(C#N)=C/c2cn(CC(=O)O)c3ccccc23)cc1	nt	0	nt
75	Cn1c(=O)c2cn(-c3cccc4ccccc34)cc2n(C)c1=O	-0.17	nt	-0.44
76	O=C(O)CN1C(=O)NC2NC(=O)NC21 (stereo unspecified)	1.7	38	1.7
77	Cc1nc(C)c(-c2nnc(-c3ccc(C(C)(C)C)cc3)o2)cc1C(=O)NN	-0.47	nt	0.51
78	Cc1ccc(N(CC(=O)N/N=C/c2cc(C)n(-c3ccccc3C)c2C)S(C)(=O)=O)cc1	-0.4	18	0.68
79	CN(C)c1ccc(/C=C2\SC(=S)N(Nc3ncc(C(F)(F)F)cc3Cl)C2=O)cc1	-0.31	-63	0.04
80	Cc1noc(C)c1Cc1c(Cl)cccc1Cl	-0.67	17	-0.25
81	Cc1cccc(NC(=S)NCc2ccc3c(c2)OCO3)c1	-0.13	-14	-0.1
82	O=C(CCC1CCCC1)NCCCN1CCOCC1	-0.27	21	-0.22
83	C=CCNC(=S)Nc1ccc(F)cc1F	0.23	17	1.2
84	O=C(CSc1nnc(-c2cccs2)n1-c1ccccc1)N1CCOCC1	0.07	38	0.36
85	CCOC(=O)c1cc2c(C(F)(F)F)cc(-c3ccccc3)nc2o1	-0.32	-7	0.15
86	Cc1c(-c2ccccc2)oc2c(C(=O)OCC(=O)Nc3cccc(F)c3)cccc2c1=O	-0.96	0	-1.3
87	N=c1c2c3c(sc2nc2n1CCCCC2)CCCC3	-0.13	-281	-0.16
88	CCOc1cc(/C=C2\C(=O)NN(c3ccccc3)C2=O)cc([N+](=O)[O-])c1O	nt	-7	nt
89	CCn1c2ccccc2c2cc(NS(=O)(=O)c3ccccc3C)ccc21	-1.5	-18	-1.5
90	CCOc1cccc(-c2nnc(SCC(=O)Nc3cc(C)ccc3OC)n2N)c1	0.21	-23	0.1
91	CCOC(=O)c1cnc(SC2CC(=O)N(c3ccccc3)C2=O)nc1N (stereo unspecified)	-0.58	-60	0.04
92	CCCNc1nc2c(c(=O)n(C)c(=O)n2C)n1CCc1ccccc1	-1.1	nt	-0.62
93	CC(=NCCc1c(C)[nH]c2ccc(OC(F)(F)F)cc12)C1=C(O)CC(c2ccccc2)CC1=O (stereo unspecified)	nt	33	nt
94	O=C1C2CC=CCC2C(=O)N1c1ccc(OCC(O)Cn2nnc3ccccc32)cc1 (stereo unspecified)	0.18	3	0.63
95	CCN(c1ccccc1)S(=O)(=O)c1ccc(OC)c(OC)c1	-0.72	nt	-0.34
96	O=C(O)CCSc1nc2ccc(Br)cc2[nH]1	0.43	nt	0.5
97	CC(=O)Nc1ccc2nc(C)n(Cc3ccc(Cl)cc3)c(=O)c2c1	1.4	46	0.59
98	O=C(NCc1ccco1)c1ccc2c(c1)C(=O)N(Cc1ccccc1)C2=O	0.43	33	0.4
99	Cc1ccc(/C=N/NC(=O)CSc2nc3ccccc3n2Cc2ccccc2)o1	-0.82	nt	-0.68
100	Cc1nc(C(F)(F)F)c(C(=O)NC(=O)Nc2ccccc2)s1	0.13	nt	0.04

(listing goes on)
entry	SMILES	sdo1 growth Rescue 24 h	Insulin prom inh	sdo1 growth
101	COc1ccc(-n2c(-c3cccc(C)c3[N+](=O)[O-])n[nH]c2=S)cc1	0.78	nt	0.54
102	Cc1c(NC(=S)N/N=C\c2ccccc2O)c(=O)n(-c2ccccc2)n1C	-0.47	nt	0.1
103	CC(=O)N1[C@H](C)C=C[C@]1(Cc1ccccc1)C(=O)O	-0.43	23	-0.05
104	Cc1c(NC(=O)c2cc3ccccc3c(=O)s2)c(=O)n(-c2ccccc2)n1C	-0.68	nt	0.1
105	Cc1noc(C)c1Cn1nc(C(=O)O)c2ccccc2c1=O	0.07	3	0.01
106	Cc1ccc(C)c(S(=O)(=O)Nc2ccc3scnc3c2)c1	-1.1	-21	-0.72
107	Cc1ccc(C2=NNC(C(O)C(O)C(O)C(O)CO)S2)cc1 (stereo unspecified)	0.71	0	0.83
108	S=c1nc(C2CCCCC2)[nH]c2ccccc12	nt	28	nt
109	COc1ccccc1-n1c(SCC(=O)Nc2cccc3ccccc23)nc(O)cc1=O	0.87	-33	3.3
110	Cc1nc2cc(CC(=O)O)ccc2o1	-1.1	32	-0.34
